# Source: PubChem BioAssay (The Scripps Research Institute Molecular Screening Center)
# PLCb3 inh: human PLC-beta3 inhibitors, primary screen, biochemical, fluorescence; inhibition, % at 12.2 µM; Purified PLC-beta3, fluorogenic substrate; 1-phosphatidylinositol 4,5-bisphosphate phosphodiesterase beta-3 (Homo sapiens), Q01970; actives 0.18% (n = 370,000); AID 720704, 2013; in the data active = inhibition above about 11%;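 also: 0% = median of compound wells on plate and 100% = full blocker control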
# DAX1 inh-1: DAX1 (NR0B1) inhibitors on StAR promoter, primary screen, cell-based, luminescence, SF-1 (NR5A1), full-length DAX-1. HEK293T StAR-luciferase reporter, SF-1/DAX-1 repression relief. inhibition, % at 6.8 µM. actives 1.1% (n = 370,000). AID 652010, 2013;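 active = inhibition above the mean over all tested compounds plus 3 SD, cut at about 3.6% in these data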;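 also: 0% = DAX-1 cells with DMSO and 100% = cells lacking DAX-1 with DMSO; higher inhibition means more luminescence from relief of DAX-1 repression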
# hcDAF12 agonist: H. contortus DAF-12 nuclear receptor activators, primary screen, cell-based, luminescence, HEK293, lit1-tk-luc reporter; HEK293 hcDAF-12 lit1-tk-luc reporter; 0% DMSO, 100% Δ7-dafachronic acid; activation, % at 6.8 µM; actives 1.4% (n = 370,000); AID 652067, 2013;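 active = activation above the mean of all tested compounds plus 3 SD, cut at about 5.5% in these data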;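 also: 100% = response to 3 µM Δ7-dafachronic acid high control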
# ssDAF-12 act: S. stercoralis DAF-12 nuclear receptor activators, primary screen, cell-based, luminescence, HEK293, GRIP1 co-expression, lit1-tk-luc | Nuclear hormone receptor DAF-12 (Strongyloides stercoralis) | activation, % at 6.8 µM | actives 1% (n = 370,000) | HEK293 ssDAF-12/GRIP1 lit1-tk-luc reporter; % of 3 µM dafachronic acid response;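 active = activation above the mean over all tested compounds plus 3 SD, cut at about 0.9% in these data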;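 also: 0% = DMSO-only wells and 100% = 3 µM delta7-dafachronic acid wells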
# hgDAF12 agonist: H. glycines DAF-12 receptor agonists, primary screen, cell-based, luminescence, HEK293, GAL4 fusion, UAS-luciferase; actives 1.8% (n = 370,000); HEK293 GAL4-hgDAF12 UAS-luciferase reporter, agonist luminescence; normalized to butyrate control; activation, % at 6.8 µM; Nuclear hormone receptor DAF-12 (Heterodera glycines), GAL4 fusion;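 active = activation above a cutoff set at the mean of all screened compounds plus 3 SD, cut at about 10% in these data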;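 also: 0% = DMSO wells and 100% = sodium butyrate wells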
# sPLA2-III inh: human group III sPLA2 inhibitors, primary screen, biochemical, QFRET, BODIPY PC-A2 liposome substrate. Group 3 secretory phospholipase A2 (Homo sapiens), Q9NZ20. QFRET BODIPY PC-A2 liposome hydrolysis, fluorescence. inhibition, % at 12.2 µM. actives 0.56% (n = 370,000);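 active = inhibition above mean plus 3 SD of compounds lying within the high and low control bounds, cut at about 19% in these data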;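 also: 0% = median of test compound wells and 100% = no enzyme DMSO wells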
# Target sequence (Q9NZ20 whole entry, looked up): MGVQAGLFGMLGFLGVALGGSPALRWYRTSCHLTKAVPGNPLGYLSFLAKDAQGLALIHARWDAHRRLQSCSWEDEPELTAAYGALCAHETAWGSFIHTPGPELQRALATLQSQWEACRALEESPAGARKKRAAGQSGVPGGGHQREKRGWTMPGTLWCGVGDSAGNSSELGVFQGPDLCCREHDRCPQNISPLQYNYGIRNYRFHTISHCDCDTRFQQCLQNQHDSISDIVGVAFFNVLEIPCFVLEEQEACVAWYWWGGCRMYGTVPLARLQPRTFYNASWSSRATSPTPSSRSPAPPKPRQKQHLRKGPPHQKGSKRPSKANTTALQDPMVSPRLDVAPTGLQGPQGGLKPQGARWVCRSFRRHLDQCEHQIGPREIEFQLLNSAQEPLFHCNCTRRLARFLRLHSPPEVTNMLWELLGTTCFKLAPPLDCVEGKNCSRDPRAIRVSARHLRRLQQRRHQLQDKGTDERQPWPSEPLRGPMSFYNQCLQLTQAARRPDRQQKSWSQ
# GAA850 FXN act: FXN promoter activators, primary screen, cell-based, luciferase luminescence, HEK293 lucGAA850. HEK293 lucGAA850 FXN promoter luciferase reporter, 24 h; percent of 10 µM SAHA response. activation, % at 6 µM. actives 0.56% (n = 360,000);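 active = activation above the average of all compounds screened plus 3 SD, cutoff fixed separately per campaign, cut at about 7.5% in these data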;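 also: 0% = DMSO wells and 100% = 10 µM SAHA wells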
# ADAM17 inh: ADAM17 inhibitors, primary screen, biochemical, QFRET | recombinant ADAM17, EDANS/DABCYL FRET peptide cleavage | inhibition, % at 6.95 µM | actives 0.83% (n = 370,000) | AID 720648, 2013;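 active = inhibition above the mean of compounds lying between control limits plus 3 SD, set per campaign, cut at about 8.5% in these data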;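 also: 0% = DMSO-only wells as the low control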
# ADAM10 inh: human ADAM10 inhibitors, primary screen, biochemical, QFRET, HTS. Disintegrin and metalloproteinase domain-containing protein 10 (Homo sapiens), O14672. recombinant ADAM10, EDANS/DABCYL FRET peptide cleavage, 3 h. inhibition, % at 7 µM. actives 0.62% (n = 370,000). AID 720582, 2013;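 active = inhibition above a per-campaign cutoff equal to the mean of compounds falling between control-based bounds plus 3 SD, cut at about 20% in these data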;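 also: 0% = DMSO wells while the 100% control is not disclosed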
# PLCg1 inh: PLC-gamma1 enzyme inhibitors, primary screen, biochemical, fluorescence, purified enzyme; actives 0.84% (n = 370,000); 1-phosphatidylinositol 4,5-bisphosphate phosphodiesterase gamma-1 (Homo sapiens), P19174; inhibition, % at 12.2 µM; fluorogenic substrate; AID 720700, 2013; in the data active = inhibition above about 9.5%
# DAX1 inh-2: DAX1 (NR0B1) inhibitors, primary screen, cell-based, HEK293, Gal4-DAX1, luciferase luminescence. actives 0.99% (n = 340,000). AID 504766, 2011. HEK293 Gal4-DAX1 luciferase reporter. Nuclear receptor subfamily 0 group B member 1 (Homo sapiens), P51843. inhibition, % at 6.75 µM;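 active = inhibition above the mean over all tested compounds plus 3 SD, cut at about 4.2% in these data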;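 also: 0% = DAX1-transfected cells with DMSO and 100% = empty-vector control cells with DMSO; inhibition shows as a rise in luminescence from relieved DAX1 repression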
# Target sequence (P51843 207-470 limits assumed): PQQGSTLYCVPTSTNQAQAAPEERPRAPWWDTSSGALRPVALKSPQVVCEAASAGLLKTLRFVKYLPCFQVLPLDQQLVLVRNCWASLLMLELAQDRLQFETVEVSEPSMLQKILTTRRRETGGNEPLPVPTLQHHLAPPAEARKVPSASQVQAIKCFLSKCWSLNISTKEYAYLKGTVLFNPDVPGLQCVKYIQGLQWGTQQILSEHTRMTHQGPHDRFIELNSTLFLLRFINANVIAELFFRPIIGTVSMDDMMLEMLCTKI
# * = called active by the depositor; · = no result given.
Compound	PLCb3 inh	DAX1 inh-1	hcDAF12 agonist	ssDAF-12 act	hgDAF12 agonist	sPLA2-III inh	GAA850 FXN act	ADAM17 inh	ADAM10 inh	PLCg1 inh	DAX1 inh-2
CCCN1CCN(C(=S)NCc2ccc(Cl)cc2)CC1	2	1.9	0.0	-0.8	4.8	4	2.4	2	0	0	1.9
O=C1C(Cc2cccc([N+](=O)[O-])c2)SC(=Nc2ccccc2)N1c1ccccc1 (configuration not stated)	1	-0.2	-1.8	-1.4	2.7	-9	-0.5	4	5	2	1.7
O=C(NCc1ccccn1)C(F)(F)C(F)(F)C(=O)NCc1ccccn1	-1	-0.6	-1.5	-1.5	1.4	-4	-0.1	-2	-7	0	-1.4
Cc1cc(C(=O)NC2CCCc3c2cnn3-c2cccc(C)c2C)c(C)o1 (configuration not stated)	-9	-3.0	-4.9	-1.7	-8.0	-14	-4.2	-1	6	-2	-2.0
CC(C)CCNC1c2ccccc2C(=O)N1Cc1ccccc1 (configuration not stated)	-1	-0.2	-1.7	-1.1	-0.7	2	-1.5	2	12	4	-0.5
O=C(Nc1cccc(S(=O)(=O)N2CCOCC2)c1)c1ccc(N2CCCC2=O)cc1	0	-1.5	-0.3	-1.0	0.7	3	1.4	-2	-13	1	0.9
Cc1cc(S(=O)(=O)Nc2ccc3cn[nH]c3c2)c(C)cc1Cl	-5	-0.5	-0.9	-0.6	-1.0	-58	-0.9	3	15	2	-1.6
CC1(CCC(=O)N2CCCC(N3CCN(c4ccc(F)cc4)CC3)C2)CC1 (configuration not stated)	-7	-3.3	-2.6	-1.0	1.6	3	-2.8	-5	-1	-1	-0.8
Cc1cccc(C(=O)NCC(=O)OCC(=O)c2ccc(C)s2)c1	0	0.8	0.0	-1.6	-2.2	-4	-0.6	-2	1	-2	1.6
CNc1cccc(-c2cccc(C(=O)N3CCOCC3)c2)n1	-13	0.1	0.6	0.1	2.3	2	-0.3	-14	-41	-8	·
O=C(Nc1cc(Cl)cc(Cl)c1)C(c1ccccc1)N1CCCCC1 (configuration not stated)	0	-0.3	0.2	-1.2	-1.4	-5	3.8	3	8	2	0.3
S=C(Cc1ccccc1)N1CCOCC1	2	-0.3	0.1	-0.8	-1.9	3	0.5	-3	-7	1	0.9
COC(=O)c1c(NC(=O)C2CC(C)=C(C)CC2C(=O)O)sc2c1CCCCC2 (configuration not stated)	-29	-0.5	-2.2	-0.8	1.1	-20	-2.4	-2	-12	-7	-0.4
CCOc1ccc(-c2nc(-c3ccncc3)no2)cc1OCC	1	0.6	-0.4	-0.6	0.5	1	2.6	-2	4	-3	-0.1
Cc1cc(C(F)(F)F)nc(SCC(=O)Nc2nccs2)n1	-3	0.3	-0.1	-0.9	-0.8	2	0.0	-1	-5	0	0.9
O=C(NCc1cccnc1)c1ccc([N+](=O)[O-])cc1	-2	-0.3	-2.3	-1.4	2.3	-5	0.1	-2	-8	0	-1.6
CNC(=O)Nc1ccccc1F	2	0.3	-0.1	-1.2	2.6	2	1.4	1	2	1	3.3
Cc1ccc2c(c1)C(c1ccccc1)C(=O)O2 (configuration not stated)	-2	-0.1	-0.4	-1.1	0.9	-7	0.5	5	6	1	-0.1
CCC(CC)C1C(C#N)=C(N)Oc2n[nH]c(-c3ccccc3)c21 (configuration not stated)	1	-0.5	-3.0	-1.3	1.5	-18	-5.9	2	5	1	0.6
CC(=O)NC1=NN(C(C)=O)C(C)(c2ccc(C)o2)S1 (configuration not stated)	-3	0.6	-0.7	-0.3	2.0	4	1.4	-4	-12	0	0.3
COc1ccccc1NC(=S)N1CCC(NC(=O)c2ccco2)CC1	-2	-0.1	-0.8	-0.2	0.3	0	0.3	-12	-3	2	1.0
COc1ccc(CSCC(=O)N/N=C/c2ccc(OCC(=O)NCc3ccco3)cc2)cc1	0	-0.6	-2.6	-1.1	-1.1	-7	-4.4	-4	-3	-1	-1.8
O=C(CN1C(=O)COc2ccc(S(=O)(=O)N3CCCC3)cc21)Nc1cccc(F)c1	-7	-2.1	-1.0	-0.8	-0.5	-16	-2.5	0	4	1	0.9
CC(O)Cc1cn([C@@H](CCCCN)C(=O)N2CCNCC2)nn1 (some centres not stated)	-1	0.4	5.0	0.5	0.1	3	-0.2	-2	6	2	1.5
CCc1ccc(N2CC(C)Cn3c2nc2c3c(=O)n(CCN3CCOCC3)c(=O)n2C)cc1 (configuration not stated)	5	0.1	-1.9	-1.3	-2.0	9	-1.0	9.1*	-1	3	-0.3
CCC1(C)N=c2c(c(=O)n(C)c(=O)n2C)=NO1 (configuration not stated)	0	0.1	-1.6	-0.6	1.1	3	-0.5	-1	-4	3	-0.3
N#Cc1c2c(c(Nc3ccc(F)cc3)n3c1nc1ccccc13)CCCC2	-88	-0.6	-1.6	-1.4	11*	-6	-3.2	-6	-9	-60	0.3
CN(NC(=O)c1ccccc1)c1ncc(C(F)(F)F)cc1Cl	3	-0.3	0.6	-1.6	-0.4	16	0.1	-9	6	0	·
CCN(CC(=O)Nc1c(F)cccc1F)C(=O)c1cc(S(=O)(=O)N(C)C)ccc1N1CCCC1	-1	0.2	-0.2	-1.3	-1.3	-4	-1.6	0	1	0	-0.6
COc1ccc(-c2[nH]ncc2CN(C)Cc2cccnc2)c(OC)c1	4	0.1	0.1	-1.9	-0.7	1	0.2	-22	3	0	0.0

# Overlap with the part before: two compounds, then new ones.
Compound	PLCb3 inh	DAX1 inh-1	hcDAF12 agonist	ssDAF-12 act	hgDAF12 agonist	sPLA2-III inh	GAA850 FXN act	ADAM17 inh	ADAM10 inh	PLCg1 inh	DAX1 inh-2
CCN(CC(=O)Nc1c(F)cccc1F)C(=O)c1cc(S(=O)(=O)N(C)C)ccc1N1CCCC1	-1	0.2	-0.2	-1.3	-1.3	-4	-1.6	0	1	0	-0.6
COc1ccc(-c2[nH]ncc2CN(C)Cc2cccnc2)c(OC)c1	4	0.1	0.1	-1.9	-0.7	1	0.2	-22	3	0	0.0
O=C1OCCN1c1c(-c2ccccc2)c(N2CCOCC2)nc2ccccc12	-130	0.1	-1.0	-1.6	2.2	5	3.8	-20	-50	-79	0.5
O=C(N1CCCC1)n1ncc(-c2ccc(-c3ccccc3)cc2)n1	0	·	1.2	-1.0	9.4	-31	·	-6	-12	-3	·
O=C1NC(Cc2ccc(O)cc2)c2nc3ccc(Cl)cc3c(=O)n2-c2ccc(Cl)cc21 (configuration not stated)	-48	0.1	2.9	-0.3	-0.3	-21	·	-5	-20	-29	·
CC(C)(C)C(=O)Nc1nnc(SCC(=O)Nc2nccs2)s1	-5	-1.0	-1.6	-1.3	0.5	-3	0.7	0	-4	0	-0.6
Cc1cc(NC(=O)c2ccc3c(c2)C(=O)N(c2cccc(C)c2C)C3=O)no1	-9	-0.2	-1.1	-1.1	-0.8	-1	1.4	-6	0	3	0.3
O=C(Cc1ccc(Cl)cc1)NNS(=O)(=O)c1ccc([N+](=O)[O-])cc1	1	-0.4	-2.6	-1.1	-3.5	-11	-0.9	-1	0	0	-0.4
COc1ccc(NC(=O)c2cnc(SC)n2-c2ccc(F)cc2)c(OC)c1	-7	-0.5	-3.7	-1.1	0.4	3	1.1	-2	-1	-1	0.3
C[C@]12CCC(=O)C=C1CC[C@@H]1[C@@H]2C(=O)C[C@@]2(C)[C@H]1CC[C@]2(O)C(=O)CO	-3	1.2	0.6	-1.4	4.2	12	3.5	-4	-11	4	0.5
O=C(Cn1nc(C(F)F)cc1C(F)F)N/N=C/c1ccc2c(c1)OCO2	0	-0.1	-1.7	-0.9	0.7	-6	0.4	4	10	0	-0.8
CCN(CC)c1ccc(NC(=O)c2cccnc2)cc1	-1	0.6	0.9	-0.9	4.1	7	1.2	0	2	-3	-0.1
Cc1cc(C)cc(N(C(=O)CNC(=O)c2cccs2)C(C(=O)NC2CCCC2)c2cccnc2)c1 (configuration not stated)	2	0.4	-1.3	-1.0	1.9	2	-2.2	-3	5	2	-0.9
CCOc1ccc(NC(=O)CC(c2ccccc2)c2ccc(F)cc2)cc1 (configuration not stated)	2	0.1	1.9	-2.0	0.7	1	-1.9	2	0	-3	0.8
COc1ccc(S(=O)(=O)N2CCCCCC2)cc1C(=O)NCc1ccco1	2	-0.2	-0.7	-1.3	-5.4	-3	0.5	-2	-8	4	-2.1
Cc1ccc(S(=O)(=O)C2(C(=O)N3CCCCC3C)CC2)cc1 (configuration not stated)	1	-0.3	-1.5	-1.2	2.0	-4	-1.1	-4	-2	2	-0.9
Cc1cc(F)ccc1S(=O)(=O)Nc1ccccc1C(=O)NCc1cccnc1	-54	-0.7	-0.5	-2.5	0.5	-14	-1.7	-50	-152	-26	0.3
O=C(O)CC1S/C(=N/N=C/C=C/c2ccccc2[N+](=O)[O-])NC1=O (configuration not stated)	9	0.1	0.5	-0.7	-0.3	-2	1.0	3	7	7	-0.5
COc1cc(CN2CCC(C)CC2)ccc1OCc1ccccc1	-2	0.3	0.5	-1.2	6.7	-9	0.7	4	3	15*	1.6
Cc1ccc(OCC(O)CNC2CCCC2)c(C)c1 (configuration not stated)	-5	-0.3	0.0	-1.6	-1.6	12	1.0	-2	-1	0	0.4
O=C(Nc1nc2ccccc2s1)c1cccc(S(=O)(=O)N2CCc3ccccc32)c1	-23	1.1	-0.5	-1.5	-0.2	-7	2.1	-1	4	-9	-0.8
N#Cc1c(Nc2ccccc2)c(/C=N/NCCO)c[nH]c1=O	-11	-0.5	-1.4	-0.7	-2.9	-9	2.2	-6	-13	-9	-0.6
Cc1nc(C)c(C(=O)C2=C(O)C(=O)N(CCN(C)C)C2c2ccccc2)s1 (configuration not stated)	0	1.5	-0.7	-0.7	-1.0	4	1.3	1	-2	4	1.1
CCCc1cc(=O)[nH]c(SCC(=O)N(C)CC(=O)Nc2ccc(F)cc2)n1	-3	-1.8	-1.4	-0.8	-0.3	-14	-0.3	-2	0	0	1.1
CCCCN(C=O)c1c(CC)nc2c(OCCn3cccc3)cccn12	-3	-0.9	0.2	-1.0	-0.7	-12	-0.5	-1	-8	-8	·
